High-throughput results as filed in PubChem BioAssay.
S1P1 ag pot: S1P1 (human) agonism or agonism potentiation; 56,000 tested, 0.57% active; activation, % at 9.5 µM; S1P1 CRE-bla cells, forskolin, beta-lactamase FRET, potentiator mode; S1P1 agonist co-added at EC20, 2 nM; 100% = saturating reference agonist, 0% = basal; P21453;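 active means activation above a cutoff set at the mean activation of all tested compounds plus 3 SD, cut at about 54% in these data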;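 further: forskolin at 4 µM as EC80 and the EC20 agonist is SEW2871; 100% = SEW2871 at its EC100 plus forskolin at EC80; some compounds past the cut are filed as inactive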
Target sequence (P21453 whole entry, looked up): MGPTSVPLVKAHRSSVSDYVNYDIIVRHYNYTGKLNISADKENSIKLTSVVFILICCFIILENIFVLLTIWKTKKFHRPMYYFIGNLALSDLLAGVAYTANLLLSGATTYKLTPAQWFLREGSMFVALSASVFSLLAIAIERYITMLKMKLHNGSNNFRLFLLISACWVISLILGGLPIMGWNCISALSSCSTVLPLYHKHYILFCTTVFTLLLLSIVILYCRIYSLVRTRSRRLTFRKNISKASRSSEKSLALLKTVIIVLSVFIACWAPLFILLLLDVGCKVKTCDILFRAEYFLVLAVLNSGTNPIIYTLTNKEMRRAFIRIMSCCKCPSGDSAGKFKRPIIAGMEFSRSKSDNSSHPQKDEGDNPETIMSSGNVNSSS
5HT1E antag: 5-HT1E (human) receptor antagonism. P28566. CHO 5-HT1E Ga15 NFAT-bla reporter, FRET, antagonist. inhibition, % at 6 µM. 65,000 tested, 0.99% active. AID 571;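 active means inhibition above a set limit, the mean inhibition across every tested compound plus 3 SD, cut at about 29% in these data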;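 further: signal is the 460 over 535 nm emission ratio of beta-lactamase substrate; 0% = agonist plus DMSO wells and 100% = wells without agonist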
S1P3 agonist: agonists of human S1P3 receptor; Q99500; S1P3 NFAT-BLA reporter cells, agonism, FRET ratio; relative to 1 µM S1P, basal subtracted; activation, % at 4.5 µM; 60,000 tested, 0.1% active; AID 373;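 active means activation above the screen-wide mean plus 3 SD, cut at about 4.5% in these data, passing the limit was not always enough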; further: some compounds called inactive have numbers as strong as hits
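material = human S1P3 NFAT-BLA reporter CHO cells | schedule = 4 h compound at 37 °C, 2 h substrate at RT | measured by = fluorescent BLA substrate, ex 405 nm, em 460/535 nm ratio | controls = 1 µM S1P reference | replication = primary once, confirmation triplicate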
M1 agonist: activates the M1 muscarinic receptor | B-score at 10 µM | 64,000 tested, 3% active | CHO-M1 cells, Fluo-4 calcium fluorescence, agonist mode; hits give high values;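 active means fluorescence rise, raw or as B-score row- and column-corrected plate score, outside the 99.7% band of its plate's samples, either direction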
Jurkat viability: reduces viability or proliferation of Jurkat cells. 56,000 tested, 1.2% active. inhibition, % at 4 µM. Jurkat E6.1 viability, ATP luminescence, 48 h;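 active means inhibition above the mean inhibition of all tested compounds plus 3 SD, cut at about 28% in these data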
M1 antagonist: blocks the rat M1 muscarinic receptor response to acetylcholine. CHO-M1 cells, Fluo-4 calcium, ACh EC80 antagonist mode; hits give low values. B-score at 10 µM. 64,000 tested, 3.4% active;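 active means calcium fluorescence response, raw or row-and-column corrected B-score, differing from the plate sample mean either way at a set confidence level, mostly lower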
Target sequence (P08482 whole entry, looked up): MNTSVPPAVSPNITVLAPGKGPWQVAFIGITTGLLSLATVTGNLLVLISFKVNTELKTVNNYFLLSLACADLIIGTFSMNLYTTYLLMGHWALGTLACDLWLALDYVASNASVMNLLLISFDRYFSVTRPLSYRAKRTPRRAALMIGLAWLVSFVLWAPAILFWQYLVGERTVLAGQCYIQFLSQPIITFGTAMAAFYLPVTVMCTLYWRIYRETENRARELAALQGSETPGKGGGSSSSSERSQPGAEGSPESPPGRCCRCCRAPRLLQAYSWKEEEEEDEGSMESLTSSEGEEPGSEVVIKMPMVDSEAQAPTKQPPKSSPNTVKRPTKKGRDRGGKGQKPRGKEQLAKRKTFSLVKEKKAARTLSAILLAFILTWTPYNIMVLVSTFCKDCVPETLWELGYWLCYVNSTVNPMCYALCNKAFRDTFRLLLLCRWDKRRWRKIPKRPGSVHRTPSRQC
5HT1a antag: blocks the human serotonin 5-HT1a receptor. AID 612. CHO 5-HT1a Ga15 NFAT-bla reporter, antagonist mode. P08908. 62,000 tested, 0.68% active. inhibition, % at 10 µM;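 active means inhibition above the mean of all tested compounds plus 3 SD, cut at about 43% in these data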;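 further: receptor stimulated by 5-CT agonist at 100 nM near EC80; beta-lactamase reporter measured by ratiometric fluorescence of a cleavable substrate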
5HT1a ag: 5-HT1a (human) receptor agonism. P08908. CHO 5-HT1a Ga15 NFAT-bla reporter, FRET ratio; 0% basal, 100% maximal reference agonist. activation, % at 10 µM. 65,000 tested, 0.56% active;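 active means activation above the screen-wide mean activation plus 3 SD, cut at about 19% in these data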;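 further: 0% = DMSO wells and 100% = 5-CT at EC100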
HTR1E agonist: agonists of human 5-HT1E serotonin receptor; 65,000 tested, 0.69% active; activation, % at 6 µM; CHO 5-HT1E Ga15 NFAT-bla reporter, FRET; 0% DMSO wells, 100% control agonist wells;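 active means activation above a set limit, the screen-wide mean activation plus 3 SD, cut at about 8.5% in these data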;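 further: 100% = positive control agonist at 1 µM giving full maximal response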
* hit, by the source's call; x = not tested or not shown.

cpd	SMILES	5HT1a ag	5HT1a antag	HTR1E agonist	S1P3 agonist	M1 agonist
1	CCN(CC)S(=O)(=O)c1ccc(NC(=O)C2COc3ccccc3O2)cc1 (configuration not stated)	-2.2	-29	-0.3	-0.5	-0.42
2	CC(C)N(C(=O)CSc1nn2c(=O)c(C(C)(C)C)nnc2s1)c1ccccc1	-1.7	4	-0.1	0.2	0.0078
3	CC1CN(C(=O)c2cccs2)CCN1C(=O)c1cccs1 (configuration not stated)	-0.3	-6	0.1	0.5	-0.029
4	CC(C)C(NC(=O)CC12CC3CC(CC(C3)C1)C2)C(=O)O (configuration not stated)	-2.7	-4	-1.0	1.1	0.014
5	Cc1cc2n(n1)C(c1ccc(O)cc1)Nc1ccccc1-2 (configuration not stated)	-1.1	12	0.6	0.1	0.072
6	Cc1cc(NC(=O)COc2nnc(-c3ccccc3)c3ccccc23)no1	0.3	-5	0.5	0.4	-0.073
7	c1ccc2[nH]c(CSc3nc4ccccc4o3)nc2c1	-5.6	17	0.1	-0.1	-0.28
8	N#Cc1c(N)nc2c(c1-c1cccc(O)c1)CCCCCC2	4.3	-2	-0.1	-0.3	1.2
9	O=c1nc(-c2ccccc2)n(-c2ccccc2)c2ncccc12	-0.9	2	-0.1	-0.6	-0.6
10	Cc1nn(-c2ccc(Cl)cc2)c2sc(C(=O)N3CCN(C(=O)c4ccco4)CC3)cc12	1.4	-10	0.6	x	2.8*

cpd	Jurkat viability	S1P1 ag pot	M1 antagonist	5HT1E antag
1	10	-24	0.1	-11
2	-6	0	-0.1	-4
3	-7	-2	0.77	1
4	-7	-16	0.4	-4
5	3	2	0.18	8
6	1	22	0.35	0
7	5	20	-0.39	11
8	-1	-26	0.35	0
9	-1	-7	0.62	2
10	x	x	0.21	-7

(cont.)
cpd	SMILES	5HT1a ag	5HT1a antag	HTR1E agonist	S1P3 agonist	M1 agonist
11	Cc1cc(NC(=O)CSc2nnc3c(C)cc4ccccc4n23)no1	-0.2	-26	0.4	-0.3	-0.25
12	Cc1cc(NC(=O)C2CC(=O)OC2c2ccccc2)no1 (configuration not stated)	-3.3	-5	1.1	-0.6	x
13	CCOC(=O)c1ccc(NC(=O)COC)cc1	-0.5	-5	-0.6	-0.5	0
14	COc1ccc(-c2nc(C#N)c(NCC3CCCO3)o2)cc1OC (configuration not stated)	-1.4	-23	0.9	0.7	0.5
15	Cc1ccc(C)c(NC(=O)C(Sc2nncn2C)c2ccccc2)c1 (configuration not stated)	-2.2	-6	-0.5	-0.1	0.067
16	O=C1C2ON(c3ccccc3)C(c3ccncc3)C2C(=O)N1c1ccc(N2CCOCC2)cc1 (configuration not stated)	-1.0	-2	1.6	-0.8	-0.4
17	COc1ccc(/C=N/n2cnnc2)cc1COc1ccccn1	-2.5	-5	-0.3	-1.2	-0.62
18	COc1ccc(-c2ccc(SCC(=O)NCc3ccco3)nn2)cc1OC	-2.1	8	0.1	0.0	-0.02
19	CCOC(=O)N1CCN(C(=O)CN(C)S(=O)(=O)c2ccc3c(c2)C(C)(C)C(=O)N3C)CC1	-3.7	5	0.0	-1.0	-0.054
20	COc1ccc(S(=O)(=O)N2CCN(CC(=O)Nc3ccc(F)c(F)c3)CC2)cc1	-1.1	4	-0.8	-0.4	-0.3

cpd	Jurkat viability	S1P1 ag pot	M1 antagonist	5HT1E antag
11	2	10	0.42	0
12	10	-4	x	-2
13	1	x	1.1	2
14	-5	-16	0.024	9
15	2	-48	0.48	-6
16	1	-20	0.26	-4
17	11	-11	-0.17	4
18	5	-28	-0.53	9
19	-2	-30	0.043	-1
20	4	-6	-0.086	24

Carrying on.
cpd	SMILES	5HT1a ag	5HT1a antag	HTR1E agonist	S1P3 agonist	M1 agonist
21	O=C(CSc1nc2ccccc2o1)N1CCN(C(=O)c2ccco2)CC1	1.2	2	0.4	-0.5	-0.87
22	O=C1c2cccc3cccc(c23)C(=O)N1c1nccs1	-1.1	-8	-0.7	-1.2	0.13
23	CN(C(=O)CSc1nc2c(c(=O)[nH]1)CCCC2)C1CCCCC1	1.4	-3	0.5	-0.8	1.3
24	CCN1CCN(C(=O)CS(=O)(=O)Cc2nc(-c3ccc(C)cc3)oc2C)CC1	-1.5	-5	0.3	-0.7	0.16
25	CCOC(=O)C1=C(C)N=C2SCCC(=O)N2C1c1ccc(C(=O)OC)cc1 (configuration not stated)	-0.3	14	2.0	x	0.094
26	COCCn1c(SCC(=O)OCc2ccccc2)nc2c1c(=O)[nH]c(=O)n2C	-5.2	9	-0.9	-1.3	0.42
27	COc1ccc(-c2ccc(-c3noc(-c4ccccc4)n3)c(OC)n2)cc1	2.7	-17	0.7	-0.6	-2.9*
28	CCC(=O)Nc1ccc(F)c(Cl)c1	-4.6	-6	0.1	-1.0	0.069
29	COc1ccccc1-n1c(SCC(=O)Nc2ccc3c(c2)OCO3)nc2c(c1=O)SCC2	1.8	2	0.3	x	0.27
30	O=C(COC(=O)C12CC3CC(CC(O)(C3)C1)C2)N1CCN(S(=O)(=O)c2ccc(Cl)cc2)CC1	-0.3	-15	0.7	-1.1	-0.6

cpd	Jurkat viability	S1P1 ag pot	M1 antagonist	5HT1E antag
21	-5	-34	-0.47	-5
22	-3	-13	0.73	4
23	4	-11	0.16	1
24	-6	-12	-0.14	2
25	x	x	-1.2	-4
26	5	-13	0.34	-8
27	2	-6	-0.02	-11
28	-1	-20	-0.043	-1
29	x	x	1	1
30	-5	-2	-1.1	-7

Given with two lines to a compound: five of the compounds above.
The line under a structure holds: 5HT1a ag | 5HT1a antag | HTR1E agonist | S1P3 agonist | M1 agonist | Jurkat viability | S1P1 ag pot | M1 antagonist | 5HT1E antag
#17 COc1ccc(/C=N/n2cnnc2)cc1COc1ccccn1
→ -2.5 | -5 | -0.3 | -1.2 | -0.62 | 11 | -11 | -0.17 | 4
#18 COc1ccc(-c2ccc(SCC(=O)NCc3ccco3)nn2)cc1OC
→ -2.1 | 8 | 0.1 | 0.0 | -0.02 | 5 | -28 | -0.53 | 9
#19 CCOC(=O)N1CCN(C(=O)CN(C)S(=O)(=O)c2ccc3c(c2)C(C)(C)C(=O)N3C)CC1
→ -3.7 | 5 | 0.0 | -1.0 | -0.054 | -2 | -30 | 0.043 | -1
#20 COc1ccc(S(=O)(=O)N2CCN(CC(=O)Nc3ccc(F)c(F)c3)CC2)cc1
→ -1.1 | 4 | -0.8 | -0.4 | -0.3 | 4 | -6 | -0.086 | 24
#21 O=C(CSc1nc2ccccc2o1)N1CCN(C(=O)c2ccco2)CC1
→ 1.2 | 2 | 0.4 | -0.5 | -0.87 | -5 | -34 | -0.47 | -5

Other structures follow:
cpd	SMILES	5HT1a ag	5HT1a antag	HTR1E agonist	S1P3 agonist	M1 agonist
31	CCCCNC(=O)CCn1c(=O)c2ccccc2n(CC(=O)N2CC(C)CC(C)C2)c1=O (configuration not stated)	-1.2	-13	-0.8	-1.2	x
32	CC(Oc1ccccc1)C(=O)N1CCCc2ccccc21 (configuration not stated)	-1.7	12	-0.1	-0.8	0.16
33	Cc1cc(OCC(=O)N2CCOCC2)cc2oc(=O)c3ccccc3c12	1.9	-12	0.3	1.1	-0.31
34	O=c1[nH]c(CN2CCc3ccccc3C2)nc2ccccc12	1.0	12	0.2	-0.8	0.16
35	COc1ccccc1-c1noc(CCC(=O)Nc2cc(C(F)(F)F)ccc2Cl)n1	-3.9	-11	1.3	-0.9	0.028
36	Cc1ccc(-c2nc3ncccn3c2Nc2ccc3c(c2)OCO3)o1	-4.7	22	-0.9	x	0
37	COc1ccc(OCC(O)CNCc2ccco2)cc1 (configuration not stated)	-4.6	14	-0.6	-1.1	0.011
38	COc1ccc(C2(O)CCN(Cc3nnnn3Cc3ccc(F)cc3)CC2)cc1	-1.9	-10	-1.1	0.1	-0.48
39	COc1ccc(CC(C)N2CCN(c3ccccc3OC)CC2)cc1OC (configuration not stated)	-0.2	98*	1.3	-1.3	-0.61
40	C=CCn1c(SCC(=O)NC23CC4CC(CC(C4)C2)C3)nc(O)cc1=O	1.8	x	0.4	-0.7	1.1

cpd	Jurkat viability	S1P1 ag pot	M1 antagonist	5HT1E antag
31	1	31	x	17
32	1	7	0.21	3
33	-4	-17	-0.02	10
34	0	2	-0.21	-5
35	2	17	-0.003	0
36	x	x	-0.19	8
37	-1	-35	0.17	-16
38	-12	-8	-1.1	0
39	18	5	-0.82	7
40	x	-10	0.096	4

The list continues:
cpd	SMILES	5HT1a ag	5HT1a antag	HTR1E agonist	S1P3 agonist	M1 agonist
41	Cc1cc(NC(=O)CSc2nc(-c3ccco3)cc(C(F)(F)F)n2)no1	-1.1	59*	-1.8	-0.9	0.72
42	CCOC(=O)CSc1nc2cc3c(cc2cc1C#N)OCO3	0.6	-1	0.3	0.3	-2.2
43	c1coc(-c2nnc3n2C2(CCCC2)Cc2ccccc2-3)c1	3.5	11	-0.5	-1.2	0.051
44	O=C1CC(c2ccccc2)Sc2ccccc2N1 (configuration not stated)	-0.4	3	0.3	-1.0	-0.28
45	Cc1cc(Cl)c2c(c1)[C@]1(C(=O)N2)[C@@H]2C(=O)N(Cc3ccccc3)C(=O)[C@@H]2[C@@H]2CCCN21	-2.7	7	-1.1	-1.5	0.75
46	CCCc1nc2ccccc2c(=O)n1/N=C/c1ccc(O)cc1	-2.7	12	0.2	1.2	0.046
47	CC(C(=O)Nc1ccc(S(=O)(=O)N2CCOCC2)cc1)N(c1ccccc1)S(C)(=O)=O (configuration not stated)	-2.7	4	0.3	-0.1	-1.1
48	COc1ccc(NC(=O)CSc2nnc(CNC(=O)COc3ccc(Cl)cc3)o2)c(OC)c1	-2.0	-7	-1.0	-1.1	-0.68
49	COc1ccc(-c2ccc(-c3noc(-c4cccc(OC)c4)n3)c(OC)n2)cc1	-1.4	-17	2.2	0.5	-0.21

cpd	Jurkat viability	S1P1 ag pot	M1 antagonist	5HT1E antag
41	59*	4	-0.41	68*
42	2	4	0.79	2
43	8	11	0.35	7
44	0	-8	0.35	3
45	6	-7	0.021	4
46	-7	3	-0.49	6
47	-1	-4	-1.5	-4
48	2	-10	-0.34	5
49	-4	-12	0.5	-4
